Source: PubChem (The Scripps Research Institute Molecular Screening Center)
CHRM4 PAM = human M4 muscarinic receptor positive allosteric modulators, primary screen, CHO-K1 cells, Fluo-8 calcium fluorescence | CHO-K1 hM4/Gqi5, ACh EC20; 0% = ACh EC20, 100% = maximal ACh | activation, % at 3 µM | 0.4% of 360,000 active | AID 624126, 2012;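 active = activation above its plate's cutoff, the mean activation of sample wells plus 3 SD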; note: some results filed as inactive read as strong as hits
Target sequence (P08173 whole entry, looked up): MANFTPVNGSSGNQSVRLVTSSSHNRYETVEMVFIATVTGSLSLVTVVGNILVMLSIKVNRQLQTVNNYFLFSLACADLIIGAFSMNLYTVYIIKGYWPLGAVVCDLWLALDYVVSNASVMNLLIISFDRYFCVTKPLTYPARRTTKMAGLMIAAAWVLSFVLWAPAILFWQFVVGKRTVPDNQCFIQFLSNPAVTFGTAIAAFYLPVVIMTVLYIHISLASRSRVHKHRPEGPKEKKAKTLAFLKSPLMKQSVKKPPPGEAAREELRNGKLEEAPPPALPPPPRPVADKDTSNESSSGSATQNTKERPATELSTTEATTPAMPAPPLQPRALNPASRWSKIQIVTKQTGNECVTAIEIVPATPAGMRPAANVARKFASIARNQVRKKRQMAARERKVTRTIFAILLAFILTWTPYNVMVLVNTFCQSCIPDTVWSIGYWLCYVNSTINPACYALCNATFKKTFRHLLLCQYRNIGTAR
M1 ag parental = counter-screen for M1 agonists: effect in parental CHO-K1 cells | Fluo-8 calcium fluorescence; scaled to maximal ATP response, vehicle zero | activation, % at 3 µM | 0.48% of 360,000 active; in the data active = activation above about 15%;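 note: untransfected CHO-K1 host cells lacking M1 receptor as counterscreen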
CHRM5 agonist = human M5 muscarinic receptor agonists, primary screen, CHO-K1 cells, Fluo-8 calcium fluorescence | Muscarinic acetylcholine receptor M5 (Homo sapiens), P08912 | CHO-K1 hM5 cells; 0% DMSO wells, 100% maximal acetylcholine response | activation, % at 3 µM | 0.19% of 360,000 active;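 active = activation above the run's mean over test compounds plus 3 SD, cut at about 23% in these data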;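 note: signal is peak over basal fluorescence ratio across the kinetic read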
Target sequence (P08912 whole entry, looked up): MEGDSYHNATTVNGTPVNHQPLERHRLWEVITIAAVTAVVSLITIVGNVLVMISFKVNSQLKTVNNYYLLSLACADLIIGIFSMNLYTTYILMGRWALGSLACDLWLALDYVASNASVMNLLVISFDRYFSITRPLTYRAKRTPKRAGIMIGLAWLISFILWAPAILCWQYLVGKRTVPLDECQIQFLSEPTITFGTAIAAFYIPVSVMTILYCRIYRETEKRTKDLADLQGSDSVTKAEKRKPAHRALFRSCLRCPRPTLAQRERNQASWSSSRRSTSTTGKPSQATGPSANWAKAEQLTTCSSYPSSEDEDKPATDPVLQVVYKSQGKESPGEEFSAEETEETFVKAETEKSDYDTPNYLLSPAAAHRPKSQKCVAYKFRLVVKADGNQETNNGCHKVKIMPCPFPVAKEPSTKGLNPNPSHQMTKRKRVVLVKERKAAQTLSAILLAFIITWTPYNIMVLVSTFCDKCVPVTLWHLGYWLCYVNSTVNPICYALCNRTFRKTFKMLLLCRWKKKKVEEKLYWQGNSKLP
CHRM5 antagonist = human M5 muscarinic receptor antagonists, primary screen, CHO cells, Fluo-8 calcium fluorescence. AID 624040, 2012. CHO-hM5 cells, ACh EC80. inhibition, % at 3 µM. 0.59% of 360,000 active;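 active = inhibition above a per-plate cutoff, the mean of that plate's test compounds plus 3 SD, cut at about 27% in these data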;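 note: 0% = acetylcholine EC80 with DMSO and 100% = DMSO without agonist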
CHO-K1 Ca antag = M1 antagonist counterscreen hit in parental CHO-K1 cells. 0.6% of 360,000 active. inhibition, % at 3 µM. ATP-induced calcium, Fluo-8 fluorescence. AID 602250;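 active = inhibition above a per-plate cutoff, the plate's mean sample inhibition plus 3 SD, cut at about 24% in these data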;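 note: 0% = DMSO plus EC80 ATP and 100% = DMSO alone without ATP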
CHRM4 antagonist = human M4 muscarinic receptor antagonists, primary screen, CHO cells, Fluo-8 calcium fluorescence; inhibition, % at 3 µM; CHO-hM4 cells, ACh EC80; Muscarinic acetylcholine receptor M4 (Homo sapiens), P08173; 0.73% of 360,000 active; AID 624125, 2012;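 active = inhibition above its plate's cutoff, the mean inhibition of sample wells plus 3 SD, cut at about 27% in these data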;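 note: 0% = acetylcholine EC80 with DMSO and 100% = DMSO without agonist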
M1 PAM parental = nonselective calcium activators in parental CHO-K1 cells, primary screen, counter-screen for M1 PAM project, cell-based, Fluo-8 calcium fluorescence, full deck, 1536-well; ATP EC20; 0% at ATP EC20, 100% at ATP max; AID 602247, 2012; 0.02% of 360,000 active; activation, % at 3 µM;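 active = activation above the run cutoff, the mean activation of all test compounds plus 3 SD, cut at about 40% in these data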;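 note: peak over basal fluorescence ratio in a 140 s read after ATP addition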
M5 PAM = human M5 muscarinic receptor positive allosteric modulators, primary screen, CHO-K1 cells, Fluo-8 calcium fluorescence; Muscarinic acetylcholine receptor M5 (Homo sapiens), P08912; CHO-K1 hM5, ACh EC20 PAM; 0% = ACh EC20, 100% = ACh EC100; activation, % at 3 µM; 0.3% of 360,000 active;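 active = activation above the run cutoff, the mean activation of all test compounds plus 3 SD, cut at about 18% in these data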
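System: CHO-K1 cell line with stable human muscarinic M5 receptor expression | Also added: EC20 acetylcholine as agonist stimulus | Compound: One concentration, 3 µM final (nominal) | Timing: Fluo-8 loading 80 min at 37 °C plus 30 min room temperature | Measured by: Fluo-8 calcium dye fluorescence, kinetic read | Read-out basis: % activation, ACh-normalized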
CHRM4 agonist = human M4 muscarinic receptor agonists, primary screen, CHO-K1 cells, Fluo-8 calcium fluorescence; CHO-K1 hM4/Gqi5; vehicle 0%, full acetylcholine response 100%; activation, % at 3 µM; 0.14% of 360,000 active; AID 624127, 2012;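 active = activation above the run mean over all test wells plus 3 SD, cut at about 32% in these data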;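 note: peak over basal fluorescence ratio per well then scaled between controls; 0% = DMSO wells and 100% = acetylcholine at EC100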
Numbers without * were called inactive; & = joins results of further samples.

SMILES,CHRM4 PAM,M1 ag parental,CHRM5 agonist,CHRM5 antagonist,CHO-K1 Ca antag,CHRM4 antagonist,M1 PAM parental,M5 PAM,CHRM4 agonist
O=C(CCc1ccccc1)N=C1SC2CS(=O)(=O)CC2N1Cc1ccc(F)cc1 (centres undefined),7,1.2,-3,-4,-19,-3,8,-1,2
CCCCCCCCCCCCS(=O)(=O)CCC(=O)O,-5,0.9,2,-2,0,7,0,6,2
CCOC(=O)CSc1nc(=O)n2cc(C)ccc2n1,9,0.3,-3,-6,-13,-3,13,5,1
O=C(NCc1ccco1)Nc1ccc(OC(F)(F)F)cc1,-2,6.1,1,5,-7,-11,10,-8,4
O=C(O)C(=Cc1ccccc1[N+](=O)[O-])c1ccc2c(c1)OCO2,0,0.4,1,1,-11,-2,10,0,0
C=CCn1c(SCc2nc3ccccc3[nH]2)nnc1-c1ccncc1,0,1.1,3,-4,-7,4,22,-1,1
CCC1Nc2ncnc(N3CCCCC3)c2N(Cc2ccc(Cl)cc2)C1=O (centres undefined),-1&-3,0.0&-0.1,-10&-5,9&-6,-18&5,1&-6,34&6,2&2,-1&-1
COc1ccc(-c2csc(N3CCC(c4ccccc4)CC3)n2)cc1,2,0.5,-1,-10,-20,-6,28,5,1
CN(C)C(=O)CCc1ccc2c3c([nH]c2c1)[C@]1(C)[C@@H](C(=O)N2CCOCC2)C[C@H](CC(=O)NCC24CC5CC(CC(C5)C2)C4)C(=O)N1CC3,-3,0.5,1,7,-14,-1,23,-1,1
COc1cc(NC(=O)c2ccc(C)cc2)c(OC)cc1NC(=O)CN1CCOCC1,1,1.6,1,2,3,-5,5,-10,4
CN(C(=O)CSc1cn(CC(=O)N2CCOCC2)c2ccccc12)c1ccccc1,-3,1.2,-4,12,-3,5,16,-4,2
O=C(CN(c1ccc(F)cc1)S(=O)(=O)c1ccc2c(c1)OCCO2)Nc1ccccc1,0,1.6,-2,2,1,17,14,-4,5
Cc1cc(=O)oc2cc(OCC3CC(c4ccc(N(C)C)cc4)=NO3)ccc12 (centres undefined),4,0.2,-4,5,-3,-2,2,8,2
C/C(CC(=O)Nc1ccc2c(c1)OCCO2)=N\NC(=O)C(=O)Nc1ccccc1C,17,-0.6,-1,-8,6,-8,-5,3,1
CC1(C)CC(Cc2cccc(C(F)(F)F)c2)N(C(=O)OC(C)(C)C)C1 (centres undefined),-3,0.0,1,3,-3,7,7,-5,0
CCc1ccc(NC(=O)CN(c2ccc(OC)cc2)S(=O)(=O)c2c(C)nn(C)c2C)cc1,8,2.8,-3,-12,-15,-11,19,6,3
O=C(NCc1ccc2c(c1)OCO2)C1CCCN(S(=O)(=O)c2cccnc2)C1 (centres undefined),4,-0.2,-1,3,48*,-15,-9,-4,2
NC(N)=N/N=C/c1ccc(Cl)c(Cl)c1,1,2.1,-2,8,-4,-1,5,-3,4
COCCOC(=O)N1CCCCC1c1cc(C(=O)Nc2cccc3c2CCCC3)no1 (centres undefined),6,0.9,-2,2,-12,-4,12,0,3
CC(C)CCOc1ccc(C(=O)NN2C(=O)NC3(CCCCC3)C2=O)cc1,-3,7.0,5,3,-11,5,9,-12,11
O=C(Nc1ncccc1O)c1cc2ccccc2o1,2,0.3,2,5,0,8,-4,1,1
CCOC(=O)Cn1cc(/C=N/NC(=O)CC#N)c2ccccc21,-4,0.1,4,-5,-10,2,-1,2,1
O=C(COc1ccc(Br)cc1)N/N=C1\SCC(=O)N1c1ccc(F)cc1,3,2.1,1,-3,-11,-5,24,-2,1
Nc1nnc(-c2cccnc2)s1,8,-0.1,1,2,-9,-8,2,-2,0
CCCCOP(=O)(OCCCC)C(Nc1ccc(C(=O)OCC)cc1)c1ccncc1 (centres undefined),-8,-0.5,-4,2,-15,2,7,-5,0
Cc1cccc(N2CCN(C(=O)C(C)C)CC2)c1C,-3,0.0,-8,10,1,3,0,3,0
Cc1ccc(N2CCN(S(=O)(=O)c3ccc4c(c3)oc(=O)n4C)CC2C)cc1 (centres undefined),2,-0.6,-3,-3,-5,2,-5,0,0
CCn1c(SCC(=O)Nc2ccc(NC(=O)c3cccs3)cc2)nnc1-c1cccnc1,6,0.2,-4,-3,-13,-5,10,-2,2
CCOC(=O)c1cccc(NS(=O)(=O)c2ccc(NC(C)=O)cc2)c1,6,3.2,3,9,-1,-3,10,-8,6
CS(=O)(=O)N(CCc1ccccc1)CC(=O)N1CCCC1,8,0.5,1,-7,-12,5,5,2,1
COc1ccccc1N1CCN(S(=O)(=O)CCNC(=O)c2cccc(F)c2)CC1,-2,4.6,-2,4,0,-8,-6,2,8
CN(Cc1ccco1)C(=O)c1cc2c(s1)-c1ccc(Cl)cc1S(=O)(=O)C2,-1,0.9,-1,19,-11,-11,9,-4,1
COc1ccc(N(CC(=O)Nc2ccc(C)c(C)c2)S(=O)(=O)c2c(C)noc2C)cc1,-7,7.3,-5,14,-7,-23,11,-15,20
O=C(COC(=O)c1cccc(S(=O)(=O)N2CCCCCC2)c1)Nc1ccccc1C(F)(F)F,-2,1.5,1,8,-10,1,16,-1,3
Cc1nc(S/C(=C/c2ccc(-c3cc(Cl)ccc3C)o2)C(=O)O)n[nH]1,3,0.3,1,1,-2,-18,-3,-4,0
O=C(Nc1ccccc1)c1nsnc1C(=O)Nc1ccccc1,3,1.1,-2,3,-8,-2,8,-3,2
COc1cccc(C(=O)CC(=O)C(=O)Nc2cc(Cl)c(OC)cc2OC)c1,-7,1.0,1,-6,-16,0,22,6,2
CC(=O)c1ccc(NC(=O)C2CCN(S(=O)(=O)c3cccs3)CC2)cc1,-8,3.4,3,6,-1,0,3,-4,3
CC(C)CNS(=O)(=O)c1ccc(C(=O)Nc2ccc3c(c2)OCCO3)cc1,-6,4.8,3,2,-5,1,7,-4,11
COc1ccc(-n2c(=S)[nH]c3cc(C(=O)NC4CCCCC4)ccc3c2=O)c(OC)c1,5,0.3,-2,5,-15,3,5,-1,1
Cc1ccc(N2CCN(S(=O)(=O)N3CCCCCC3)CC2)cc1Cl,2,1.5,2,2,-21,7,6,-2,3
CSc1cccc(NS(=O)(=O)c2ccc3c(c2)oc(=O)n3C)c1,-14,2.7,1,8,16,2,5,-10,9
O=C(Nc1ncccn1)C12CC3CC(CC(C3)C1)C2,-6,0.1,0,2,-10,3,5,-3,0
Cc1cc(C)n(CC(=O)N/N=C/c2cccs2)n1,-8,0.4,-1,3,-2,6,6,-1,0
CCOc1ccc(C(=O)CCC(=O)NC(CC(C)C)C(=O)OC)cc1 (centres undefined),-7,1.2,4,4,-13,6,13,-2,2
N#Cc1ccc(C(=O)Nn2cnnc2)cc1,-5,0.8,1,-2,-12,3,13,-4,0
Cc1nc2ccc(NC3=NCCCCC3)cc2s1,-3,0.1,-10,-10,-17,1,-6,2,0
Cn1c(=O)[nH]c(=O)c2c1nc(N1CCC(Cc3ccccc3)CC1)n2Cc1ccccc1,1,-0.2,1,1,6,2,9,1,0
O=C(COC(=O)c1cccc(Br)c1)NCCC1=CCCCC1,-2,0.0,-4,0,8,1,-2,5,0
COC(=O)CNC(=O)/C=C/c1ccc(OC)cc1,-4,2.9,-3,7,1,7,10,-3,0
Cc1cccc(NC(=O)CSc2nc3ccccc3o2)c1,-3,3.8,-1,1,-5,1,20,-4,7
O=C(NC(=S)N1CCCCC1CO)c1cccs1 (centres undefined),8,-0.3,-4,1,-7,0,-2,24*,0
COC(=O)c1ccccc1NC(=O)C(CCS(C)(=O)=O)NC(C)=O (centres undefined),10,-0.4,-1,3,-3,5,6,3,0
N#C/C(=C\c1ccc2c(c1)OCCO2)C(=O)Nc1nccs1,-7,1.1,-4,16,12,5,-13,-3,2
Cc1ccc(NC(=O)Cn2cnc3c(=O)n(C)c(=O)n(C)c32)c(C)c1,4,0.3,-8,-4,-11,-8,28,-5,1
CCOC(=O)c1ccc(Nc2nc(-c3cccnc3)nc3ccccc23)cc1,-11,3.3,-6,16,1,20,11,-11,10

Continued:
SMILES,CHRM4 PAM,M1 ag parental,CHRM5 agonist,CHRM5 antagonist,CHO-K1 Ca antag,CHRM4 antagonist,M1 PAM parental,M5 PAM,CHRM4 agonist
Cc1ccc(Cl)cc1-c1cc(C(=O)NCC2CCCCC2)[nH]n1,7,0.6,5,-2,-3,-18,22,10,2
CCOc1ccc(C(=O)N2CCCC(c3nc(-c4cccs4)no3)C2)cc1 (centres undefined),-12,3.1,2,0,-9,0,20,3,1
O=C(Nc1cccc(S(=O)(=O)N2CCOCC2)c1)C1CC1,12,0.3,-2,4,-7,1,-9,-1,1
Cc1ccc(C)c(NC(=O)C(Sc2nc3ccc(C)cc3[nH]2)c2ccccc2)c1 (centres undefined),-8,2.0,-3,6,0,-12,12,-16,2
O=C(O)c1sccc1Oc1ccc(NS(=O)(=O)c2ccccc2)cc1,1,-0.1,-4,-2,-10,-6,12,5,0
CCN(CC(=O)N1CCCCCC1)S(=O)(=O)c1ccc(Cl)cc1,5,0.2,-3,9,5,1,-7,-1,1
CSC(=NS(=O)(=O)c1ccccc1)NNC(=O)c1c(-c2c(Cl)cccc2Cl)noc1C,2,0.1,0,5,-1,0,16,-1,-1
COC(=O)c1ccc(CN2CCN(Cc3ccccc3)C(CCO)C2)cc1 (centres undefined),3,0.5,-7,3,-3,-4,17,0,1
O=c1cc(-c2ccccc2)c2cc3c(cc2[nH]1)OCCO3,-2,2.8,1,7,-15,-2,16,-2,2
O=C(COC(=O)c1ccc(S(=O)(=O)N2CCCC2)cc1)NCCc1ccc(F)cc1,-3,3.4,1,14,-17,-4,19,-1,2
CC1(C)CC(=O)C([N+](=O)[O-])=C(NCCCC(=O)O)C1,4,1.6,-1,-2,-13,11,25,6,1
COc1ccc(OC)c(CCNC(=O)CCc2nnc3ccc(N4CCCCC4)nn23)c1,3,1.0,-5,-4,-15,-10,-6,2,4
O=C(Cc1cccs1)N(c1ccc(F)cc1)C1(C(=O)NC2CCCCC2)CCCC1,1,3.2,2,-4,6,-6,4,-3,1
O=S(=O)(Cc1ccc(Cl)cc1)N1CCN(Cc2ccccc2)CC1,3,0.5,0,4,-11,4,17,-3,3
O=C(COC(=O)CN1C(=O)c2ccccc2C1=O)Nc1ccccc1[N+](=O)[O-],-1,5.9,7,-3,0,-11,7,-9,18

Sorted by the number under CHRM4 antagonist (high to low): 3 of the compounds above.
smiles	CHRM4 antagonist
O=S(=O)(Cc1ccc(Cl)cc1)N1CCN(Cc2ccccc2)CC1	4
O=C(COC(=O)c1ccc(S(=O)(=O)N2CCCC2)cc1)NCCc1ccc(F)cc1	-4
O=C(Cc1cccs1)N(c1ccc(F)cc1)C1(C(=O)NC2CCCCC2)CCCC1	-6
